FUS yeast rescue – suppressors of FUS proteinopathy in yeast | S. cerevisiae FUS-expressing, growth rescue, OD600, 24 h | Potency, µM (top dose mostly 76.6 µM), inactives show at the highest dose growth rescue (activation), usual class: activators | 390,000 tested, 0.24% active | AID 1347120;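 note: potency is the fitted concentration of half-maximal effect; plate controls were DMSO vehicle for no effect and reference control for full effect; nearly all actives have a fitted effect of over 55% in size; some results filed as inactive show a strong effect at the top dose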
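Absorbance at 600 nm, taken 24hr after compound addition, measured rescue of FUS-yeast growth at 30C. Induction used 2% galactose with seeding at OD 0.005. Controls: CP55940 from 92uM final, DMSO only.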
PTHR1 agonist – activates the human parathyroid hormone receptor PTHR1; AID 743266; 410,000 tested, 0.075% active; Q03431; Potency, µM (doses to about 115 µM), for the others: at the top dose activation, actives largely listed as activators; HEK293 GP2 PTHR1 cells, GloSensor cAMP luminescence, 1 h; note: potency is the fitted concentration of half-maximal effect; nearly all actives have a fitted effect of over 55% in size; some results filed as inactive show a strong effect at the top dose; inactives centre near -15; many of its hits are not listed in these tables
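HEK-293-derived GP2 cells expressing PTHR1 and a GloSensor cAMP reporter, 3,000/well, plated overnight, given luciferin plus IBMX (each 0.5 mM as added) for 1 h at 37 °C, then compound for 1 h at 37 °C. Luminescence was read after 15 min at room temperature.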
GLP-1R agonist – activates the human GLP-1 receptor; P43220; HEK293 GLP-1R CRE-luciferase, luminescence, 4-6 h; cells express a hypersensitive GLP-1R form; Potency, µM (highest dose often 45.6 µM), for inactives: at the highest dose activation, actives largely listed as activators; 380,000 tested, 0.007% active; AID 624172; note: potency is the fitted concentration of half-maximal effect; % of control where 0% means no effect
Target sequence (P43220 whole entry, looked up): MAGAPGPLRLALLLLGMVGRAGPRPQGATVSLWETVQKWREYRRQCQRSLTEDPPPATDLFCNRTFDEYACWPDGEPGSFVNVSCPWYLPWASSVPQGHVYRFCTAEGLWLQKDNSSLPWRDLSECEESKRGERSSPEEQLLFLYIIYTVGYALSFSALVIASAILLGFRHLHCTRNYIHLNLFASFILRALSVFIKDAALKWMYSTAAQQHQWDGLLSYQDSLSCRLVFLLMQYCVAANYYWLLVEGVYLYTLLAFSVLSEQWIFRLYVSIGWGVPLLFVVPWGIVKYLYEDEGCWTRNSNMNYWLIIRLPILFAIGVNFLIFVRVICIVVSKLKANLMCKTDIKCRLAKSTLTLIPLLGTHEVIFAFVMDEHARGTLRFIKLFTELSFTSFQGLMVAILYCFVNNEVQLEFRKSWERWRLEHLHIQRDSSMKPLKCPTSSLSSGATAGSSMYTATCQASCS
Abeta yeast res – A-beta toxicity reversal in yeast | AID 1347071 | Potency, µM (doses to about 46.1 µM), without a hit: at the top dose growth rescue, most hits filed as activators | yeast expressing A-beta42, growth rescue, OD600, 48 h; response scale: 0% DMSO, 100% iron-clioquinol control | 410,000 tested, 0.063% active; note: potency is the fitted concentration of half-maximal effect; nearly all actives have a fitted effect of over 55% in size
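Yeast A-beta toxicity model in growth medium with pinned compounds, 48 h at 30 C; growth read as absorbance at 600 nm. Normalized to FeCl3/clioquinol equimolar mix (positive) and DMSO (negative).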
aSyn rescue – rescues yeast growth from alpha-synuclein toxicity; 370,000 tested, 0.14% active; AID 652106; Potency, µM (highest dose often 46.1 µM), inactives show at the highest dose growth rescue (activation), actives largely listed as activators; Yeast expressing alpha-synuclein, growth rescue, BacTiter-Glo, 24 h; note: potency is the fitted concentration of half-maximal effect; % of control where 0% means no effect; nearly all actives have a fitted effect of over 65% in size
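Screening used galactose-induced yeast with toxic alpha-synuclein levels, exposed to compound for 24 hr at 30 deg C. Cell growth, read with BacTiter-Glo luminescence, gave the measured signal.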
TDP43 rescue – inhibitors of TDP-43 toxicity in yeast | TDP-43 expressing yeast growth rescue, BacTiter-Glo, 24 h | Potency, µM (doses to about 46.1 µM), for the others: at the highest dose growth rescue (activation), most hits filed as activators | 410,000 tested, 1.8% active | AID 652104; note: potency is the fitted concentration of half-maximal effect; % of control where 0% means no effect; nearly all actives have a fitted effect of over 50% in size
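Yeast cells expressing TDP-43 under galactose induction are exposed to compounds for 24 hr at 30 deg C. BacTiter-Glo luminescence measures growth, so protective compounds score as activators.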
GLP1R inv ag – inverse agonists of human GLP-1 receptor | P43220 | HEK293 GLP-1R CRE-luciferase, luminescence, 24 h; GLP-1R form is constitutively active | Potency, µM (top dose mostly 38.3 µM), for inactives: at the highest dose activity change, negative = inhibition, most hits filed as inhibitors | 410,000 tested, 1.6% active; note: potency is the fitted concentration of half-maximal effect; % is set by controls: 0 for no effect and ±100 for the full control effect; nearly all actives have a fitted effect of over 55% in size
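GLP-1R inverse agonism mode: basal reporter luminescence in engineered HEK293 cells measured after one day of compound exposure at 37 deg C, with a 12 min room-temperature detection step.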
D3 antag – blocks the human D3 dopamine receptor. 360,000 tested, 2.5% active. D3R cells, DiscoveRx beta-arrestin luminescence, antagonist mode; active compounds read low. AID 652054. max response, negative = inhibition, %. P35462; in the data active = max response below about -50%; inconclusive = no clear call, values can overlap the other calls; note: % is set by controls: 0 for no effect and ±100 for the full control effect; mostly tested at two doses, the higher about 12 µM
Target sequence (P35462 whole entry, looked up): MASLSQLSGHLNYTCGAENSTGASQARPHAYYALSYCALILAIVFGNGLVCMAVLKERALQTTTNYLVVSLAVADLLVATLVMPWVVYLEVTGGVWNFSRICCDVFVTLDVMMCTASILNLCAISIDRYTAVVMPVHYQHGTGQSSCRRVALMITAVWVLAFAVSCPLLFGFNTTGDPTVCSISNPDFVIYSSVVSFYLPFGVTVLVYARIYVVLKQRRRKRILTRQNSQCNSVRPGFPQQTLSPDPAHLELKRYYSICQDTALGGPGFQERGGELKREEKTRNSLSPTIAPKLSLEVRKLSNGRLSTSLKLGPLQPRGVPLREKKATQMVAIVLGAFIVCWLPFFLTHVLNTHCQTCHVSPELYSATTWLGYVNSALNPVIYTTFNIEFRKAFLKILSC
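Cells expressing the human receptor were seeded at 1500 cells/well, incubated overnight at 37 degrees C in 5% CO2, then exposed to library compounds with dopamine controls for 90 minutes at 37 degrees C before luminescent detection.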
pAkt inh – Akt phosphorylation inhibition; activity change, % for hits at 50 µM; 360,000 tested, 0.32% active; Neuro2A IGF-stimulated pAkt S473 HTRF, 20 min; active compounds read low; in the data active = activity change below about -80%; inconclusive = mostly about -51% to -80%; note: % is set by controls: 0 for no effect and ±100 for the full control effect
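Neuro2A cells (4,500/well, DMEM with 0.5% FBS) were treated with compound at a single 50 µM final concentration, stimulated with 6 nM IGF for 20 min at 37 °C, and lysed. Phospho-Akt Ser473 was read by HTRF as 665/615 ratio ×10^4.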
Starred values were filed as active, the others as inactive; i = inactive; u = inconclusive; x = not tested or not shown; & = joins results of further samples; [ ] = remark or other dose. Unless noted, calls come from the whole dose curve; as a rule, active = well fitted curve in the direction sought with a large enough effect; inconclusive = small, poorly fitted or top-dose-only effect, or another doubt; inactive = no such curve, though single readings can be large; an effect the other way counts as inactive or inconclusive. A portion of the library, so the mix of outcomes need not match the whole.

Every second line gives: FUS yeast rescue	PTHR1 agonist	GLP-1R agonist	Abeta yeast res	aSyn rescue	TDP43 rescue	GLP1R inv ag	D3 antag	pAkt inh
- COc1ccc(C(O)c2nc(-c3cc(F)cc(Cl)c3)cs2)cc1 (stereo unspecified)
    25%	i	25%	u	u	u	u	33	i
- Cc1ccc(S(=O)(=O)NC2=NCN(C(C)C)CN2)cc1
    7%	-16%	6%	11%	0%	-2%	7%	2	i
- COc1cc(N(C)C)ccc1C=c1c2ccccc2n2c1cc(-c1ccccc1)[n+]2C
    x	-40%[inhibitor]	-16%	-38%[inhibitor]	-71%[inhibitor]	-90%[inhibitor]	8.9µM*	5	i
- COc1ccc(-n2nc(C(=O)NCCc3cccc(C)c3)c3c4ccccc4n(C)c3c2=O)cc1Cl
    -5%	-7%	x	-7%	x	-5%	2%	x	x
- COc1ccc(NC(=O)Nc2ccc(F)cc2F)cc1
    -18%	-14%	11%	-16%	-5%	-26%[0.397 µM]	8%	-5	i
- CCOc1cc(N2CCOCC2)c(OCC)cc1NC(=O)c1c(-c2ccccc2)noc1C
    41%	i	14%	0%	-3%	u	-29%	-1	i
- O=C(Nc1ccccc1F)c1ccc(S(=O)(=O)NCC2CCCO2)cc1 (stereo unspecified)
    -9%	-11%	-3%	6%	4%	-10%	17%	3	i
- O=C(CSc1nnc(-c2cccs2)o1)N1CCOCC1
    20%	i	-7%	-14%	-4%	-21%	18%	u	x
- C=CCNc1cnn(CC(C)=O)c(=O)c1Br
    -24%	-8%	3%	-19%	-10%	-9%	20%	31	i
- Cc1ccc(NC(=O)C2(C)CCN2CCc2ccccc2)cc1 (stereo unspecified)
    -7%	i	-6%	-2%	1%	7%	u	-2	i
- S=C(NNc1ccnc2cc(Cl)ccc12)Nc1ccc(Cl)cc1Cl
    12%	-87%[inhibitor]	-2%	12%	-23%	u	u	-16	i
- COC(=O)c1ccc(NC(=S)NCCc2cccc(C)c2)cc1
    15%	-33%[inhibitor]	-4%	8%	-7%	8.9µM*	-4%	-4	i
- COc1ccc(CN(CC(=O)NCc2ccccc2)C(=O)CCC(=O)Nc2nccs2)cc1
    29%	i	12%	-6%	1%	-11%	2%	1	i
- CN(C(=O)COC(=O)C1COc2ccccc2O1)C1(C#N)CCCCC1 (stereo unspecified)
    0%	-24%	-3%	13%	5%	17%	8%	0	i
- CC(=O)Oc1ccc(/C=N/NS(=O)(=O)c2ccccc2)cc1
    7%	-14%	3%	-15%	0%	-20%	1%	6	i
- Cc1ccc2onc(CC(=O)N3CCN(c4ccccc4)CC3)c2c1
    31%	i	x	3%	x	u	1%	x	x
- CN1CCc2c(sc(N)c2C(=O)c2ccc(Cl)cc2)C1
    7%	i	-4%	-20%	8%	-5%	22%	-9	i
- CC(C)CC1=C/C(=C/c2ccc(-c3ccccc3)o2)C(=O)O1
    x	i	0%	-2%	20%	4%	u	0	i
- O=C(CN1C(=O)NC(Cc2c[nH]c3ccccc23)C1=O)Nc1ccc(F)cc1F (stereo unspecified)
    -2%	-15%	7%	-5%	-11%	-4%	-26%	-5	i
- COc1ccc2nc(SCC(=O)Nc3cc(C)on3)[nH]c2c1
    18%	-4%	1%	3%	-12%	-8%	-3%	-7	i
- CCOc1cccc(-c2nc(C(N)=O)c3[nH]c(=O)n(-c4cccc(Cl)c4)c3n2)c1O
    -6%	i	-5%	-5%	-8%	u	16%	-17	i
- C/C(=N\Nc1c(Cl)c(Cl)nc(C(=O)O)c1Cl)c1ccc(O)cc1
    22%	25%	2%	-15%	-2%	-11%	-13%	-15	i
- CCC(C)N(C(=O)CSc1nnc(COc2ccccc2F)n1N)C1CCS(=O)(=O)C1 (stereo unspecified)
    -3%	i	-6%	6%	7%	16%	-10%	0	i
- N=C(N)n1c(N)nc2ccccc2c1=O
    -33%	-15%	-2%	-1%	10%	-1%	11%	-4	i
- S=C(Nc1ccccc1Cl)NC1CC2CCCC(C1)N2C1CC1 (stereo unspecified)
    -20%	-13%	-4%	5%	1%	19%	u	-2	i
- NS(=O)(=O)c1cnccc1Oc1cccc(Cl)c1
    8%	i	-5%	-5%	-1%	-12%	12%	-17	i
- Cc1cccc(C)c1NC(=O)COC(=O)c1c2c(nc3ccccc13)/C(=C\c1ccc3c(c1)OCO3)CCC2
    23%	-31%[inhibitor]	10%	-4%	3%	5%	-23%	-58*	i
- CN(c1nnc(N)s1)C1CCCCC1
    -25%	-24%	0%	-10%	-9%	14%	4%	12	i
- CC(C)c1nc(C(N)=O)c2[nH]c(=O)n(-c3ccc(F)cc3)c2n1
    -16%	-18%	2%	-2%	-2%	14%	22%	3	i
- COC(=O)COc1c(/C=C\c2nc(O)c([N+](=O)[O-])c(=O)[nH]2)cccc1OC
    -13%	i	-4%	-11%	7%	u	0%	2	i
- COc1ccc(-c2nc3c(Cl)cc(C(F)(F)F)cn3c2Cc2ccc(C)cc2)cc1OC
    45%	-20%	5%	-19%	11%	0%	u	12	i
- CCC(Cc1ccccc1)NC(=O)c1ccc2nc(N3CCOCC3)sc2c1 (stereo unspecified)
    22%	-78%[inhibitor]	10%	1%	0%	2%	-15%	-9	i
- COc1ccccc1NC(=O)c1ccccc1SCC(=O)N1CCCC1
    -2%	i	-5%	8%	5%	0%	-7%	-1	i
- COc1ccc(S(=O)(=O)N2CCN(S(=O)(=O)c3ccc(C(F)(F)F)cc3)CC2)cc1C
    16%	u	0%	10%	-4%	-14%	10%	0	i
- Cc1cc(C)c(S(=O)(=O)N2CCCC(C(=O)NCc3ccncc3)C2)c(C)c1 (stereo unspecified)
    8%	-3%	-5%	9%	1%	2%	6%	-11	i
- Cc1oc(C(=O)O)cc1CSCc1cc(C(=O)O)c(C)o1
    11%	i	-1%	-4%	-1%	-1%	20%	9	x
- CCc1noc(C)c1C(=O)Oc1ccc(N(C)S(=O)(=O)c2ccccc2)cc1
    14%	-20%	1%	6%	1%	26%	u	20	i
- N#CCCN1CCN(S(=O)(=O)c2ccc3c(c2)OCCCO3)CC1
    3%	i	4%	23%	2%	-1%	7%	10	i
- O=C(c1ccccc1)N(CCN1CCOCC1)C1(C(=O)Nc2ccccc2)CCCCC1
    16%	-10%[57.5 µM]	7%	12%	-1%	3%	-5%	24	i
- Cn1c(C(=O)N2CCOCC2)cnc1Sc1ncc(C(F)(F)F)cc1Cl
    -4%	-23%[57.5 µM]	-10%	15%	5%	12%	8%	18	-114%*
- Cc1ccc(C)c(N2CCN(C(=S)Nc3ccc4nc(N5CCOCC5)cc(C)c4c3)CC2)c1
    31%	-11%	-1%	3%	14%	5%	u	9	i
- CCCCNS(=O)(=O)c1ccc(NC(=O)c2cccs2)cc1
    14%	-36%[inhibitor]	23%	9%	-3%	-10%[0.397 µM]	-14%	u	i
- CC(C)NC(=O)COC(=O)c1cc(=O)[nH]c2ccccc12
    -5%	i	-11%	4%	-11%	-19%	6%	20	i
- CC(C)CCn1c(=O)c2sccc2n2c(CCCC(=O)NC(C)C)nnc12
    -10%	u	x	-13%	x	-15%	2%	x	x
- O=C(COc1c(CO)cc(Br)cc1CO)NC1CCCc2ccccc21 (stereo unspecified)
    8%	-14%	5%	7%	3%	17%	-8%	14	i
- CSc1cccc(NC(=O)C2CCCN(C(=O)c3cnn(-c4ccc(F)cc4)c3-n3cccc3)C2)c1 (stereo unspecified)
    u	-52%[inhibitor]	x	7%	x	u	u	x	x
- Cc1nc2sc3c(NCc4ccco4)ncnc3c2c2c1COC(C)(C)C2
    19%	i	20%	-10%	0%	9%	-15%	5	i
- CCc1c(C)c2cc3c(c(C)c2oc1=O)OCN(CCc1ccc(OC)c(OC)c1)C3
    26%	-31%[inhibitor]	x	-43%[inhibitor]	x	-6%	16%	x	x
- Cc1ccc2c(c1)C(=C(C#N)C#N)C(=O)N2CCN1CCCCC1
    u	-25%	3%	-18%	1%	-10%	14%	-55*	i
- Cc1nc2nc(C)c(CCC(=O)NCCC3=CCCCC3)c(C)n2n1
    -3%	i	6%	-5%	-2%	-15%	0%	-13	i
- COC(=O)c1ccccc1C(=O)N1CCCC(C(=O)c2cc(F)ccc2F)C1 (stereo unspecified)
    9%	-12%	6%	-1%	0%	0%	50%[activator]	10	i
- CCN(CC)S(=O)(=O)c1ccc(N2CCOCC2)c(NC(=O)COc2ccc(Cl)cc2)c1
    14%	i	2%	14%	0%	13%	11%	0	i
- Cc1cc(S(=O)(=O)Nc2cccc(Cl)c2)c(C)s1
    14%	-31%[inhibitor]	12%	-11%	17%	25%	u	-15	i
- COc1ccccc1NC(=O)COc1ccccc1
    15%	-16%[57.5 µM]	19%	-3%	-10%	2%	0%	-23	i
- CCCCOC(=O)Nc1cc(Cl)ccc1C
    4%	i	15%	-2%	11%	13%	-20%	6	i
- O=C(Cc1ccsc1)NNC(=O)c1cccc(Cl)c1
    20%	-2%	-1%	1%	9%	5%	-6%	3	i
- COc1ccc(-c2ccc3c(N)c(C(=O)c4ccc(OC)c(OC)c4)sc3n2)cc1
    4%	-17%	1%	-11%&8%	-3%	19%&0%	25%&8%	12	i
- O=C(CNC(=O)N1CC(=O)Nc2ccccc21)NCCc1cccc(F)c1
    7%	4%	-6%	9%	-7%	-6%	4%	-13	i

Screening data: PubChem BioAssay, National Center for Advancing Translational Sciences (NCATS)
